Screening results as filed in PubChem BioAssay.
Pol kappa inh: qHTS for Inhibitors of Polymerase Kappa | DNA polymerase kappa (Homo sapiens), Q9UBT6 | purified Pol kappa, fluorescent DNA synthesis assay, 10 min | Potency, µM (highest dose often 107 µM), for inactives: at the top dose activity, negative = inhibition, usual class: inhibitors | actives 0.53% (n = 400,000) | AID 588579, 2011; further: on the % scale 0 is the no-effect control and ±100 the full control effect
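Activity was followed as the change in fluorescence between reads at 0 and 10 min after starting the reaction with 50 nM substrate. Beforehand, 10 nM polymerase had been preincubated with compound for 15 min at room temperature.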
G9a block: qHTS Assay for Inhibitors of Histone Lysine Methyltransferase G9a; AID 504332, 2011; Potency, µM (series often up to 102 µM), for inactives: at the top dose activity, negative = inhibition, most hits filed as inhibitors; actives 8.8% (n = 350,000); G9a H3K9 monomethylation, AlphaScreen, 2 h; Histone-lysine N-methyltransferase EHMT2 (Homo sapiens), Q96KQ7; further: on the % scale 0 is the no-effect control and ±100 the full control effect; nearly all actives have a fitted effect of over 75% in size
Target sequence (Q96KQ7 913-1193 limits assumed): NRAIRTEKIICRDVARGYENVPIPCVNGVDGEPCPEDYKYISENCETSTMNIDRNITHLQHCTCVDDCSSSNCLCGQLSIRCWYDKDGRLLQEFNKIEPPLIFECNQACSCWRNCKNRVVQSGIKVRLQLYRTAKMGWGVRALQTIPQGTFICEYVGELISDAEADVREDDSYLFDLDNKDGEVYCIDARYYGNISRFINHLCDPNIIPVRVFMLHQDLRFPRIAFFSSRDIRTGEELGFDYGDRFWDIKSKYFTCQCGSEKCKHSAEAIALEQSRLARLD
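G9a (20 nM) was preincubated 15 min with compound, then reacted 2 h at room temperature with 500 nM biotin-H3K9 peptide and 20 µM SAM. Monomethyl-H3K9 detected by AlphaScreen using anti-H3K9me1 antibody.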
BLM inh: qHTS Assay for Inhibitors of Bloom's syndrome helicase (BLM); Potency, µM (titrated, usually from 56.1 µM), for inactives: top-dose activity change, negative = inhibition, most hits filed as inhibitors; actives 0.2% (n = 350,000); recombinant BLM DNA unwinding, fluorescence dequenching;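 further: plate controls were vehicle for no effect and no enzyme for full effect; nearly all actives have a fitted effect of over 35% in size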
POLI inh: qHTS for Inhibitors of Polymerase Iota | Potency, µM (top dose mostly 115 µM), without a hit: top-dose activity, negative = inhibition, most hits filed as inhibitors | DNA polymerase iota (Homo sapiens), Q9UNA4 | actives 1% (n = 390,000) | Pol iota fluorescent replication assay, 10 min
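Fluorescent replication assay read twice, at 0 min and 10 min after adding 50 nM (final) substrate. Enzyme (10 nM) and compounds were first incubated 15 min at room temperature; enzyme-free buffer wells were negative controls.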
BAZ2B block: qHTS Assay for Inhibitors of BAZ2B. actives 4.4% (n = 360,000). Potency, µM (top dose mostly 114 µM), without a hit: at the top dose activity change, negative = inhibition, actives largely listed as inhibitors. AlphaScreen BAZ2B-H3K14Ac peptide displacement. AID 504333, 2011. Bromodomain adjacent to zinc finger domain protein 2B (Homo sapiens), Q9UIF8; further: on the % scale 0 is the no-effect control and ±100 the full control effect; nearly all actives have a fitted effect of over 60% in size
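Protein-peptide AlphaScreen: BAZ2B 50 nM, b-H3K14Ac 50 nM, 1x PBS pH 7.4 + 0.01% Tween-20. Preincubation 30 min RT; cpd 30 min RT (top 110 uM); beads 20 min RT, light-protected.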
POLB inh: qHTS Assay for Inhibitors of DNA Polymerase Beta. P06746. Pol beta primer extension/strand displacement, fluorescence kinetic. Potency, µM (doses to about 114 µM), without a hit: top-dose activity change, negative = inhibition, actives largely listed as inhibitors. actives 1.3% (n = 340,000). AID 485314, 2010; further: on the % scale 0 is the no-effect control and ±100 the full control effect
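Homogeneous kinetic assay of primer extension and strand displacement by 10 nM Pol beta, preincubated 15 min at room temperature with compound before 50 nM substrate (final) was added. Read at 0 and 10 min; four-parameter Hill fit.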
JMJD2A Tudor inh: qHTS Assay for Inhibitors of JMJD2A-Tudor Domain; AlphaScreen JMJD2A-Tudor / H3K4me3 peptide binding; AID 504339, 2011; Lysine-specific demethylase 4A (Homo sapiens), O75164; Potency, µM (highest dose often 114 µM), for the others: top-dose activity change, negative = inhibition, hits mostly inhibitors; actives 4.4% (n = 390,000); further: on the % scale 0 is the no-effect control and ±100 the full control effect; nearly all actives have a fitted effect of over 50% in size
APE1 inh: qHTS Assay for Inhibitors of the Human Apurinic/apyrimidinic Endonuclease 1 (APE1); DNA repair nuclease/redox regulator APEX1 (Homo sapiens), P27695; recombinant APE1, TAMRA/BHQ-2 abasic DNA cleavage fluorescence; Potency, µM (doses to about 65.8 µM), for inactives: at the top dose activity change, negative = inhibition, hits mostly inhibitors; actives 0.35% (n = 350,000);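 further: plate controls were vehicle for no effect and reference inhibitor for full effect; nearly all actives have a fitted effect of over 55% in size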
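Kinetic fluorescence read (525 ex/598 em nm, three reads 60 s apart) of AP-site incision; signal = third minus first read. Enzyme 0.75 nM, dual-labelled THF duplex 50 nM, compound preincubation 15 min RT.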
Pol eta inh: qHTS for Inhibitors of Polymerase Eta; DNA polymerase eta (Homo sapiens), Q9Y253; recombinant Pol eta, fluorescent DNA replication assay; Potency, µM (series often up to 114 µM), without a hit: at the highest dose activity change, negative = inhibition, most hits filed as inhibitors; actives 1.2% (n = 390,000); AID 588591, 2011; further: on the % scale 0 is the no-effect control and ±100 the full control effect
Target sequence (Q9Y253 whole entry, looked up): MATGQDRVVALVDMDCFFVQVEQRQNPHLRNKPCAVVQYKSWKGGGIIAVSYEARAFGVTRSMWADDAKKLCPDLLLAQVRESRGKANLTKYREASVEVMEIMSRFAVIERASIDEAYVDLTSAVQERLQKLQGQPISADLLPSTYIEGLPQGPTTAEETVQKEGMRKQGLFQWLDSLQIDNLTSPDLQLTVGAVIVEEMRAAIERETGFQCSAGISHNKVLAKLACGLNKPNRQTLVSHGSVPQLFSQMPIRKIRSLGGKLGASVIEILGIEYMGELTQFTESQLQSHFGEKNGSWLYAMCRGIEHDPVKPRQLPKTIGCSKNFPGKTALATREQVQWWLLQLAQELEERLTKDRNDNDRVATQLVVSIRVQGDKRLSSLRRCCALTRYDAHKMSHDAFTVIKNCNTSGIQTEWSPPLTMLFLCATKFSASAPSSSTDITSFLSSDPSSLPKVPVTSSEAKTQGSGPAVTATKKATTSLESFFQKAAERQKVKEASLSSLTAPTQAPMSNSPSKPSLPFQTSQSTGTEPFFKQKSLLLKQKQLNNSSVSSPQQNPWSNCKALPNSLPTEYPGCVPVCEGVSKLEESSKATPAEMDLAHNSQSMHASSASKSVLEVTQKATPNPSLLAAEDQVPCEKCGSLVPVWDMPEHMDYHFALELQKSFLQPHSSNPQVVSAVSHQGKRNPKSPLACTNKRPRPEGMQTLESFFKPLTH
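Fluorescent replication assay: 50 nM final substrate added after a 15 min room-temperature compound preincubation with 10 nM enzyme. Signal taken at 0 min and again at 10 min.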
An asterisk follows results filed as active; ? = inconclusive; . = not tested or not shown; & = joins results of further samples; [ ] = remark or other dose. The call rests on the fitted dose curve; in most records, active means well fitted curve in the direction sought with a large enough effect; inconclusive means small, poorly fitted or top-dose-only effect, or another doubt; inactive means no such curve, though single readings can be large; an effect the other way counts as inactive or inconclusive. Potency means the concentration at half of the fitted maximal effect.

#1 O=C(CNCc1ccccc1Cl)Nc1ccccc1N1CCCCC1
#2 CN(c1ccccc1)c1cc(Br)nc(Br)c1
#3 COc1ccccc1C(=O)C1CCCN(C(=O)CCc2ccccn2)C1 (stereo unspecified)
#4 COc1ccc(N(Cc2ccccc2)S(=O)(=O)c2cccc(C(=O)NC3=NCCS3)c2)cc1
#5 O=C(Nc1cccc(Cl)c1)NC1CC2CCC(C1)N2Cc1ccco1 (stereo unspecified)
#6 CCOC(=O)c1cnc(SCC(=O)Nc2cc(OC)cc(OC)c2)nc1N
#7 Cc1ccc(S(=O)(=O)N(C)CC(=O)NNC(=O)Cc2ccccc2F)cc1
#8 CCCN(C(=O)CCc1nc(-c2ccc(C)cc2)no1)c1ccc(OCC)cc1

assay / entry	1	2	3	4	5	6	7	8
Pol kappa inh	-10%	-10%	-3%	-5%	0%	-12%	12%	3%
G9a block	10µM*	.	25%	17%[0.501 µM]	6%	-13%[2.33 µM]	.	71%[activator][59 µM]
BLM inh	-5%	.	-7%	-7%	0%	2%	.	-12%
POLI inh	-19%	-16%[58.9 µM]	43%	0%	12%	17%	-26%	7%
BAZ2B block	22µM*	.	31%	-31%	-2%	-6%	.	68%[activator]
POLB inh	0%	.	9%	0%	17%	35%	.	15%
JMJD2A Tudor inh	22µM*	6%	-11%	-19%	-11%	-7%	6%	63%[activator]
APE1 inh	-2%	.	2%	-3%	-2%	-2%	5%	.
Pol eta inh	-19%	-15%	-16%	-15%	-1%	-24%	-10%	-22%

#9 c1coc(-c2nc3nc4ccccc4nc3n2CC2CCCO2)c1 (stereo unspecified)
#10 COc1ccc(-c2cc(=O)oc3cc(OCC(=O)N(C)C4CCS(=O)(=O)C4)ccc23)cc1 (stereo unspecified)
#11 CCOC(=O)C1CCCN(C(=O)Cn2nc(Cc3cccnc3)c3ccccc3c2=O)C1 (stereo unspecified)
#12 CC1=NNC(=O)C1CCC(=O)N/N=C\c1ccc(Cl)c(Cl)c1 (stereo unspecified)
#13 COc1ccc(OC)c(NC(=O)Cn2cnc3sc(C)c(S(=O)(=O)N4CCN(c5ccccc5OC)CC4)c3c2=O)c1
#14 C/C(=N\NC(=O)Cc1cc(=O)[nH][nH]1)c1cccc([N+](=O)[O-])c1
#15 O=C(Nc1nc2ccc(F)cc2s1)C1CCCO1 (stereo unspecified)
#16 CCC(=O)N1CCc2cc(OC)c(OC)cc2C1COc1ccc(C(=O)OC)cc1 (stereo unspecified)

assay / entry	9	10	11	12	13	14	15	16
Pol kappa inh	-7%	-10%	2%	2%	4%	7%[60.1 µM]	-3%	-12%
G9a block	50µM*	.	?	29%	6%[59 µM]	10%[59 µM]	10%[0.0925 µM]	2%[59 µM]
BLM inh	-15%	3%	-2%	3%	-1%	-7%	-7%	-4%
POLI inh	-2%	-7%	24%	40%[activator]	11%	7.1µM*	4%	-3%[58.9 µM]
BAZ2B block	0%	-6%	5%	-2%	-1%	-32%	-2%	-5%
POLB inh	6%	19%	3%	-17%	-12%	-13%	17%	-2%
JMJD2A Tudor inh	-10%	-9%	-11%	-5%	-20%	-12%	-4%	-25%
APE1 inh	-2%	-10%	22%	4%	.	-1%	15%	1%
Pol eta inh	-13%	10%	-13%	-16%	-17%	-16%	-3%	0%

Part of the list above, with values ahead of the structure.
| # | Pol kappa inh | G9a block | BLM inh | POLI inh | BAZ2B block | POLB inh | JMJD2A Tudor inh | APE1 inh | Pol eta inh | SMILES |
| --- | --- | --- | --- | --- | --- | --- | --- | --- | --- | --- |
| 14 | 7%[60.1 µM] | 10%[59 µM] | -7% | 7.1µM* | -32% | -13% | -12% | -1% | -16% | C/C(=N\NC(=O)Cc1cc(=O)[nH][nH]1)c1cccc([N+](=O)[O-])c1 |
| 15 | -3% | 10%[0.0925 µM] | -7% | 4% | -2% | 17% | -4% | 15% | -3% | O=C(Nc1nc2ccc(F)cc2s1)C1CCCO1 (stereo unspecified) |

A few values from the entries so far:
compound 16 in POLB inh → -2%
compound 13 in JMJD2A Tudor inh → -20%
compound 15 in JMJD2A Tudor inh → -4%

(cont.)
#17 CCOCCCN(C)C1CCN(C(=O)c2oc3ccccc3c2NC(=O)Cc2ccc(F)cc2)CC1
#18 Cc1ccc(C(=O)NCC(=O)OCCCOC(=O)CNC(=O)c2ccc(C)cc2)cc1
#19 O=C(Cn1nc(C(=O)O)c2ccccc2c1=O)Nc1cccc(S(=O)(=O)N2CCOCC2)c1
#20 CC1CCCC(NC(=O)CC2Nc3ccccc3NC2=O)C1C (stereo unspecified)
#21 COc1ccc(S(=O)(=O)NCCc2sc(-c3cccc(F)c3)nc2C)cc1
#22 Cc1c(C(=O)NCCSCc2ccccc2)cccc1[N+](=O)[O-]
#23 COc1ccc(OCCNC(=O)/C=C/c2ccccc2)cc1
#24 COc1ccc(NC(=S)NC(=O)c2ccccc2Cl)cc1

assay / entry	17	18	19	20	21	22	23	24
Pol kappa inh	-19%	-3%	-8%	-22%	-13%[60.1 µM]	-6%	-10%	-1%
G9a block	-6%	4%	-4%[2.33 µM]	-20%[0.501 µM]	4%[59 µM]	.	-24%	?
BLM inh	-1%	.	.	-4%	-5%	1%	-12%	-10%
POLI inh	-13%	8%	30%	1%	22%	-5%	89%[activator]	11%
BAZ2B block	-23%	-1%	7%	0%	2%	?	-6%	-17%
POLB inh	0%	.	.	35%	-3%	4%	17%	0%
JMJD2A Tudor inh	?	-8%	-14%	-14%	-11%	-19%	-15%	-28%
APE1 inh	4%	8%	21%	13%	.	14%	1%	2%
Pol eta inh	1%	-4%	-12%	-1%	-25%	4%	4%	-21%

#25 COC(=O)[C@@H]1CCCN1C(=O)CCc1nnc(CCC2CCCCC2)o1
#26 N#Cc1c(-c2ccccc2)nc(SCc2ccc([N+](=O)[O-])cc2)[nH]c1=O
#27 Cc1ccccc1OCc1nc2ccccc2c(=O)n1/N=C/c1c[nH]c2ccccc12
#28 CCOc1cccc(/C=C/c2ccc3ccccc3n2)c1OC(C)=O
#29 CC(C)CCC1(C)NC(=O)N(CC(=O)Nc2ccc3c(c2)OCCO3)C1=O (stereo unspecified)
#30 CCc1c(O)nc(SCC(=O)Nc2ccccc2OC)[nH]c1=O
#31 COC(=O)Cc1ccc(NC(=O)c2ccc3c(c2)C(=O)N(Cc2cccnc2)C3=O)cc1
#32 Cc1c(C)c(C)c(C(=O)CCc2cccc(NC(=O)CCC(=O)O)c2)c(C)c1C

assay / entry	25	26	27	28	29	30	31	32
Pol kappa inh	4%	-4%	-3%	0%	-4%	0%	-13%	0%
G9a block	12%	-6%	-6%	25%[59 µM]	.	-8%	13%	-1%
BLM inh	0%	-2%	-4%	-25%	.	-7%	-4%	-1%
POLI inh	34%[activator]	29%	150%[activator]	-16%	-11%	-8%	-18%	-27%
BAZ2B block	-27%	-9%	0%	5%	.	0%	-18%	-14%
POLB inh	-21%	?	0%	-2%	.	-8%	8%	-1%
JMJD2A Tudor inh	-1%	?	-18%	42%[activator]	-13%	-6%	-25%	-16%
APE1 inh	0%	17%	1%	7%	61%[activator]	3%	-8%	14%
Pol eta inh	-1%	-8%	-14%	-11%	0%	-15%	1%	1%

Entries of single compounds, quoted from the list.
Record of CCOc1cccc(/C=C/c2ccc3ccccc3n2)c1OC(C)=O → Pol kappa inh = 0%; G9a block = 25%[59 µM]; BLM inh = -25%; POLI inh = -16%; BAZ2B block = 5%; POLB inh = -2%; JMJD2A Tudor inh = 42%[activator]; APE1 inh = 7%; Pol eta inh = -11%
Record of Cc1c(C)c(C)c(C(=O)CCc2cccc(NC(=O)CCC(=O)O)c2)c(C)c1C → Pol kappa inh = 0%; G9a block = -1%; BLM inh = -1%; POLI inh = -27%; BAZ2B block = -14%; POLB inh = -1%; JMJD2A Tudor inh = -16%; APE1 inh = 14%; Pol eta inh = 1%

(next part)
#33 CCOc1cc2[nH]c(=S)n(Cc3ccc(C(=O)NCCCOC)cc3)c(=O)c2cc1OCC
#34 Cn1nnnc1SCC(=O)Nc1ccccc1C(N)=O
#35 COc1ccc(S(=O)(=O)NC(CC(=O)NCc2ccc3c(c2)OCO3)c2ccco2)cc1 (stereo unspecified)
#36 COc1cccc(NC(=O)COc2ccc(C(=S)N3CCN(C)CC3)cc2OC)c1
#37 Nc1nc(N)c(N=Nc2ccc(C(=O)O)cc2)c(N)n1
#38 CCCC(=O)O/N=C(\c1ccccc1)c1ccncc1
#39 C=CCC(O)(CC=C)CNC(=O)c1ccc(OC)c(OC2CCN(C(C)=O)CC2)c1
#40 CCOC(=O)c1ccc(NC(=O)N2CC(C)OC(C)C2)cc1 (stereo unspecified)
#41 CCC(=O)N1CCc2cc(S(=O)(=O)CCC(=O)N3CCc4ccccc4C3)ccc21
#42 O=S(=O)(NCCc1ccc(F)cc1)c1ccc(F)cc1Br
#43 O=C(c1ccc2ccccc2c1)C1CCCN(C(=O)c2cnccn2)C1 (stereo unspecified)

assay / entry	33	34	35	36	37	38	39	40	41	42	43
Pol kappa inh	-9%[60.1 µM]	-2%	-11%	-1%	-4%	-3%	16%	7%	-3%	-2%	7%
G9a block	13%	-24%	-1%[2.33 µM]	-6%	?	-48%	.	-19%[12.7 µM]	?	.	-2%
BLM inh	-9%	-2%	0%	-6%	-1%	-2%	-5%	-1%&0%	-3%	.	-4%
POLI inh	54%[activator]	-2%	6%	12%	-25%	0%	16%	3%	1%	31%[activator]	22%
BAZ2B block	-3%	-19%	4%	5%	-19%	-20%	1%	4%&0%	1%	.	17%
POLB inh	-21%	68%	-5%	4%	?	21%	-12%	-1%&5%	0%	.	-1%
JMJD2A Tudor inh	-3%	-5%	-1%	-12%	-6%	-8%	4%	-2%	-1%	0%	-9%
APE1 inh	31%	-5%	17%	68%[activator]	-24%	5%	-6%	10%&3%	-1%	5%	-8%
Pol eta inh	-16%	-3%	-16%	-16%	0%	-5%	-13%	-6%	-1%	-24%	-12%

The list is partial; the hit share may differ from the screen's.
